# Compound activity (PubChem)
# zVAD death inh = L929 zVAD cell death inhibition. L929 zVAD necroptosis rescue, ATP luminescence, 24 h; with zVAD 60 µM. viability rescue, % at 10 µM. 0.38% of 220,000 active. AID 1377;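 active means activation, scaled between plate controls, above about 75%, limit read from the data; inactive means activation under that limit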;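 further: 0% = zVAD with DMSO and 100% = DMSO alone without zVAD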
# EP2 modulator = modulators of human EP2 prostaglandin E2 receptor; P43116; EP2-expressing cells, cAMP HTRF FRET, PGE2 co-stimulation; induction, % at 25 µM; 0.83% of 260,000 active;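 active means compounds whose cAMP rise, as percent of the full-agonist control response, exceeds 60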;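 further: rat C6 glioma line stably carrying human EP2 under a CMV promoter; the protocol text gives 20 µM as final concentration; 100% = response of wells given 1 µM PGE2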
# Target sequence (P43116 whole entry, looked up): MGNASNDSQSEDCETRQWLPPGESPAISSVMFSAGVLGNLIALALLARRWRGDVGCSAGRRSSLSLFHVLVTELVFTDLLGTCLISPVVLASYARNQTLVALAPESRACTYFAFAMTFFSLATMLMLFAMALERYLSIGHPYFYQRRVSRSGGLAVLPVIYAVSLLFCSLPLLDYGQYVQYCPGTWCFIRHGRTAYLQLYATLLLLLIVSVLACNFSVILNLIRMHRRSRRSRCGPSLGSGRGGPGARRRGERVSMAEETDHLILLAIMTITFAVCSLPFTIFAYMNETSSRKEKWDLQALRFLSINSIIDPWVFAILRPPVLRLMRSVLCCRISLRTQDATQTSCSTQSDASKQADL
# EP2 antag = inhibitors of human EP2 prostaglandin E2 receptor. inhibition, % at 25 µM. 0.52% of 260,000 active. C6 glioma cells expressing human EP2, cAMP TR-FRET; cells stimulated with saturating PGE2. P43116;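 active means percent inhibition above 40 after rounding to a whole number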;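 further: rat C6 glioma host cells with rolipram phosphodiesterase inhibitor present; the protocol text gives 20 µM as final concentration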
# TNF necrop inh = blocks TNF-alpha induced death of Jurkat FADD-/- cells; Jurkat FADD-/- TNF necroptosis rescue, ATP luminescence, 24 h; 0 = TNF only, 100 = no-TNF cells; 0.068% of 220,000 active; activation (protection from cell death), % at 10 µM;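 active means activation, meaning protection from cell death, of at least 50% relative to plate controls; inactive means activation below 50%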;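 further: necroptosis triggered by 40 ng/mL TNF-alpha added together with compound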
# RBBP9 inhibitor = human RBBP9 hydrolase inhibition; recombinant RBBP9, FP-Rh probe fluorescence polarization; 0.2% of 220,000 active; inhibition, % at 7.94 µM; AID 1515; O75884;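 active means inhibition above the campaign mean of all tested compounds plus 3 SD, cut at about 14% in these data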;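 further: plate controls were DMSO wells with RBBP9 for no effect and wells lacking RBBP9 protein for full effect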
# Target sequence (O75884 whole entry, looked up): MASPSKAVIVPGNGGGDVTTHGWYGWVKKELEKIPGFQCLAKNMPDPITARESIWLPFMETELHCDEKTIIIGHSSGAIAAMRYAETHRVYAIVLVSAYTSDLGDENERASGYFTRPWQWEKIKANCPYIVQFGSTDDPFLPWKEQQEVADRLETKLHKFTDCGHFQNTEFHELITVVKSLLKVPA
#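 Test system: recombinant human RBBP9; Timing: 30 min then 45 min, 25 °C; Detection: fluorescence polarization; Control set: RBBP9 with DMSO as uninhibited control, no-protein wells as full inhibition; Compound dosing: one concentration, 7.94 µM nominal, 0.794% DMSO; Probe or stimulus: FP-Rh activity-based probe, 375 nM before mixing.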
# Hck Nef HTS = human Hck-Nef kinase inhibition; P08631; Recombinant Hck-YEEI plus Nef, Z-Lyte FRET kinase assay; inhibition, % at 20 µM; 0.68% of 220,000 active; AID 463187;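 active means Hck-Nef kinase inhibition above about 50%, limit read from the data; inactive means inhibition below that limit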;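 further: 0% = DMSO with Hck plus Nef and 100% = Hck alone without Nef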
# Target sequence (P08631 whole entry, looked up): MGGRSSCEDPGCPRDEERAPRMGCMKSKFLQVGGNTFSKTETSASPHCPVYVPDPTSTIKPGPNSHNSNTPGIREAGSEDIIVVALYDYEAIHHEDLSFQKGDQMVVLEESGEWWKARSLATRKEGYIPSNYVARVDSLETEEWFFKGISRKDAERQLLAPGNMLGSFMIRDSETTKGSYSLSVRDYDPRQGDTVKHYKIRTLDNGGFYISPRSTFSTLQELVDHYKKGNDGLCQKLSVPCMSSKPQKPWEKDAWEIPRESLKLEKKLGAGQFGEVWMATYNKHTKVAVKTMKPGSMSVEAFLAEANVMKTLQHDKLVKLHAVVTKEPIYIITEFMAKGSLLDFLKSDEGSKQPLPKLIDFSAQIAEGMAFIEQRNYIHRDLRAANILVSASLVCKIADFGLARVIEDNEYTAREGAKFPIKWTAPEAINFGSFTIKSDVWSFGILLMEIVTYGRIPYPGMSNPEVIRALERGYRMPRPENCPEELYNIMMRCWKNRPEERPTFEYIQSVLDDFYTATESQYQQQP
# Runt-CBFb FRET = blocks binding of human RUNX1 Runt domain to CBFb | Cerulean-Runt/Venus-CBFb FRET ratio 530/480, 1 h | Q01196+Q13951 | 0.46% of 220,000 active | AID 1496 | inhibition, % at 20 µM;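 active means inhibition over about 50% at 20 µM in the single-dose screen, limit read from the data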;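 further: 0% = DMSO wells and 100% = excess unlabeled CBFb competitor control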
#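 test system = Cerulean-Runt domain fusion protein, energy donor | probe or stimulus = Venus-CBFb binding partner, 100 nM | incubation = two 1 h room-temperature incubations shielded from light | detection = fluorescence energy transfer, 422 nm excitation, 530/480 nm emission | measure = loss of energy transfer signal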
# Runt-SMMHC FRET = blocks binding of human RUNX1 Runt domain to CBFb-SMMHC. Q01196+Q13951. 0.74% of 220,000 active. inhibition, % at 20 µM. Cerulean-Runt/Venus-CBFb-SMMHC FRET ratio 530/480, 1 h;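 active means mean inhibition across duplicate retests at 20 µM reaching about 50%, limit read from the data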;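 further: 0% = DMSO wells and 100% = wells with excess untagged CBFb-SMMHC; inhibitors lower the FRET ratio by blocking Runt binding to CBFb-SMMHC; some results filed as inactive read as strong as hits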
# PERK inhibitor = human PERK inhibition, primary cell-based screen; Q9NZJ5; CHO PERK-DD fusion, SEAP luminescence translation reporter; inhibition, % at 5.6 µM; 0.17% of 220,000 active; AID 1416;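 active means inhibition above the mean inhibition of all tested compounds plus 3 SD, set separately per screening campaign, cut at about 2.9% in these data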;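 further: PERK kinase domain activated by AP20187 dimerizer at 100 nM; 0% = DMSO with dimerizer and 100% = rapamycin at 8.4 µM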
# An asterisk follows results filed as active; · = no result given. These rows are one share of the data; the hit share may differ from the screen's.
# Fields – zVAD death inh	EP2 modulator	EP2 antag	TNF necrop inh	RBBP9 inhibitor	Hck Nef HTS	Runt-CBFb FRET	Runt-SMMHC FRET	PERK inhibitor
CC(Oc1ccc(C(=O)NC2CCCCC2)cc1)C(=O)O (stereo unspecified)
    ·	-10	0	0.7	-3	-7	0	-2	1.2
CCCCOc1ccc(C(=O)Nc2ccncc2)cc1
    -0.9	-7	-3	-15	-12	11	0	1	0.1
O=C(c1ccccc1)c1ccc2nc(-c3ccco3)c(-c3ccco3)nc2c1
    1.1	-14	12	-1.8	3	58*	5	-33	0.3
O=C(CCc1ccccc1)NNC(=S)Nc1ccc(F)cc1
    0.1	-6	2	0.0	-4	16	2	3	-0.1
Cc1ccc(S(=O)(=O)C2CCOC2=O)cc1 (stereo unspecified)
    -0.5	11	7	0.7	-4	-2	2	2	0.5
CCCc1c(C)c2cc(C)ccc2[nH]c1=O
    0.1	22	15	-8.5	-4	4	0	3	0.8
CC1=NN(c2nc(-c3ccccc3)cs2)C(=O)C1
    0.3	30	15	-2.2	1	0	0	2	0.4
Cc1c(C(=O)NCc2ccccn2)sc2nc(-c3ccc(F)cc3)cn12
    -0.4	-3	4	-1.0	4	4	-2	3	-1.2
CCN(CC)S(=O)(=O)c1cccc(C(=O)N/N=C2\CC(=O)CC(C)(C)C2)c1
    -0.2	-13	5	0.2	1	2	-6	-18	1.2
S=C(NCCc1ccccn1)Nc1cccc(Cl)c1
    0.2	-3	0	-3.0	-3	2	-2	3	-0.1
CCOc1ccc2nc3sc(C(=O)N4CCOCC4)c(N)c3cc2c1
    0.2	-40	8	0.7	2	13	·	·	0.2
O=C(Nc1ccc(Cl)cc1)Nc1ccc(N2CCCC2)c(S(=O)(=O)Nc2ccccc2Cl)c1
    69	-47	10	2.5	-22	4	3	1	0.2
O=C(OCc1nc2ccccc2s1)[C@@H]1CCCN1S(=O)(=O)c1ccccc1F
    0.1	-23	12	-2.3	-7	0	1	4	-0.5
CCOC(=O)Cn1c(C(C)=O)nc2ccccc21
    2.7	-11	14	0.5	-4	-5	0	2	-0.1
C=C(Cl)COc1ccc2c(CCC)cc(=O)oc2c1
    0.2	15	6	-0.5	-8	3	-1	-4	-0.4
CCc1ccccc1NC(=O)CN(C)C(=O)Cn1cc(C(F)(F)F)cc(Cl)c1=O
    0.5	-2	4	-0.3	4	25	-4	-1	0.1
CN(CC(=O)Nc1ccc(S(=O)(=O)N2CCCC2)cc1)Cc1ccc(Cl)cc1Cl
    1.7	-8	7	3.8	-2	4	-2	1	-0.3
Cc1cccc(C)c1NC(=O)COc1cccc(/C=N/NC(=O)C(=O)NCc2ccccc2)c1
    0.4	4	15	-2.9	-7	1	0	2	0.0
O=C1CC(N2CCC(O)(c3ccc(Cl)cc3)CC2)C(=O)N1Cc1ccc(N2CCCC2=O)cc1 (stereo unspecified)
    0.8	8	14	-2.8	-12	6	66*	-3	-0.5
CC(=O)c1cccc(NC(=O)CCC2CCCC2)c1
    0.1	-13	16	2.2	-8	-1	1	0	0.7
CCOc1ccccc1CNC(=O)CCN1C(=O)COc2ccccc21
    -0.1	10	12	-0.5	-2	1	1	5	-1.0
Cc1cc(C)n(C(=O)c2ccc(C)c(S(=O)(=O)N3CCCCC3)c2)n1
    0.2	16	6	1.4	8	2	1	0	-0.4
Cc1cc(=O)oc2cc(OCC(=O)N3CCOCC3)ccc12
    -1.2	-7	9	1.4	7	-5	4	20	0.9
Cc1cc(C)nc(N/N=C/c2cccc([N+](=O)[O-])c2)n1
    3.1	-15	6	12	-2	13	2	1	-0.6
Cn1c(=O)c2c(ncn2CC(=O)NC(C)(C)C)n(C)c1=O
    2.3	-14	6	0.6	7	3	-2	-1	0.7
Cn1nc(C(C)(C)C)cc1NC(=O)Nc1ccc(F)cc1F
    8.9	-18	10	3.1	7	12	3	-6	0.9
CCOCC(=O)Nc1cccc(OC)c1
    -0.3	19	13	-0.1	-6	0	-6	-2	-0.8
CCSc1nc2n(n1)C(c1cccc(F)c1)C1=C(CCCC1=O)N2 (stereo unspecified)
    -0.3	-2	5	-1.0	-5	5	-1	1	-0.5
C=CCNc1ncnc2c1cnn2-c1ccc(OC)cc1
    0.3	-9	2	-5.8	-8	3	-2	1	0.6
CC(=O)NCCC(=O)Nc1sc2c(c1-c1nc3ccccc3[nH]1)CCCC2
    -0.4	-17	15	1.3	-5	-2	4	-5	-0.9

# As a short view, some entries already given:
# Fields – zVAD death inh	EP2 modulator	EP2 antag	TNF necrop inh	RBBP9 inhibitor	Hck Nef HTS	Runt-CBFb FRET	Runt-SMMHC FRET	PERK inhibitor
CCOc1ccc2nc3sc(C(=O)N4CCOCC4)c(N)c3cc2c1
    0.2	-40	8	0.7	2	13	·	·	0.2
O=C(Nc1ccc(Cl)cc1)Nc1ccc(N2CCCC2)c(S(=O)(=O)Nc2ccccc2Cl)c1
    69	-47	10	2.5	-22	4	3	1	0.2

# More entries:
# Fields – zVAD death inh	EP2 modulator	EP2 antag	TNF necrop inh	RBBP9 inhibitor	Hck Nef HTS	Runt-CBFb FRET	Runt-SMMHC FRET	PERK inhibitor
O=C(c1ccc(Cn2c(=S)[nH]c3ccc(N4CCOCC4)cc3c2=O)cc1)N1CCN(c2ccc(F)cc2)CC1
    0.5	-5	7	0.1	3	-4	9	3	0.7
CC(Sc1nnc(-c2ccc(Cl)cc2)n1C)C(N)=O (stereo unspecified)
    0.5	18	13	-2.6	-9	1	-1	2	0.6
COC(=O)c1cccc(CSc2nnc(-c3ccco3)n2-c2ccccc2)c1
    -0.8	4	·	2.3	-4	-2	-1	-1	-0.3
COc1cc2c(cc1OC)C1C/C(=N\O)C(CC(C)C)CN1CC2 (stereo unspecified)
    0.2	0	5	0.4	-9	0	-1	3	-0.6
CN1CCN(CCCCOc2ccccc2C=O)CC1
    61	20	5	-0.9	3	22	0	-7	0.0
O=c1c2c(-c3cccs3)csc2ncn1-c1ccccc1
    0.6	15	6	-5.0	-8	-9	1	-1	-0.3
COc1ccc(C2(CNC(=O)c3ccccc3)CCOCC2)cc1
    0.9	6	1	-0.1	-10	-3	2	2	-0.9
CSc1nncc(/C(C)=N/O)n1
    0.3	4	6	1.8	-11	4	-5	-3	1.2
CC(=O)Nc1ccc(N2C(=O)CC(N3CCSCC3)C2=O)cc1 (stereo unspecified)
    1.7	-17	5	0.8	0	15	-1	-2	1.6
COCCCNC(=S)N1CCN(c2nc3ccccc3s2)CC1
    -0.9	-78	12	-1.0	1	12	0	3	0.3
Fc1cccc(Cl)c1CSc1nnc2ccccn12
    1.8	-15	6	-0.1	1	4	2	-4	-0.6
Cn1c(N)c(C(=O)COC(=O)CCc2c[nH]c3ccccc23)c(=O)n(C)c1=O
    0.6	0	16	-0.4	-1	3	0	6	-0.4
CC(=O)c1ccc(OCC(O)COc2ccc(C(C)=O)cc2)cc1
    -0.2	-15	10	-2.1	-3	0	4	3	0.3
Cc1ccc(OCCCCn2ccnc2C)c(C)c1
    0.2	-4	10	1.9	1	-28	-2	1	0.2
CSc1nc(N2CCN(C)CC2)c2c(c1C#N)CC(C)(C)OC2
    -1.3	8	14	2.2	-1	9	0	2	-1.8
O=c1cc(NCCCO)c2ccccc2o1
    0.0	-2	9	2.0	-9	4	-1	-9	0.7
COc1ccc(N(C(=O)c2ccccc2OC(C)=O)C(C)C2CC2)cc1 (stereo unspecified)
    -0.6	22	2	-2.5	-5	1	2	-1	2.5
CCOC(=O)C(Cc1ccccc1)NC(C)=O (stereo unspecified)
    -0.3	-2	6	-2.6	-15	1	2	1	0.0
CCC(C)C(=O)Nc1nc(C)c(-c2csc(Nc3ccccc3OC)n2)s1 (stereo unspecified)
    31	27	9	-2.3	3	-2	10	2	-1.0
CCN(CC(=O)NCc1cccs1)c1ccc(S(=O)(=O)N2CCCC2)cn1
    1.1	-10	7	0.9	1	26	3	1	0.4
C/C(=N/NC(=O)C1CC1(c1ccccc1)c1ccccc1)c1cccs1 (stereo unspecified)
    2.2	44	6	3.3	0	0	2	0	0.1
C/C(=N\NC(=O)c1nn(C)cc1Br)c1ccc(NC(=O)c2ccncc2)cc1
    0.6	-3	11	1.2	-1	4	-3	5	0.3
Clc1ccc(/C=N/c2c(-c3ccco3)nc3ccccn23)cc1
    -1.9	24	7	-4.6	0	5	-4	-44	2.6
CC(C)[C@H](CO)Nc1nc(NCc2ccc(S(N)(=O)=O)cc2)c2ncn(C(C)C)c2n1
    1.2	3	6	-2.5	·	29	4	1	·
COc1ccc(NC(=O)c2cc(-c3ccccc3)oc2C)cc1
    0.4	-37	10	0.5	-4	1	2	6	0.5
Cc1nc([N+](=O)[O-])cn1CC(=O)c1ccccc1
    0.2	5	7	2.6	-4	12	0	0	1.4
COc1cc(/C=N/NC(=O)C2C3CCCCC32C)cc(Br)c1O (stereo unspecified)
    0.0	-95	24	3.3	-7	5	4	14	0.4
CC1CN(Cc2nc3c(c(=O)[nH]c(=O)n3C)n2CCCc2ccccc2)CC(C)O1 (stereo unspecified)
    0.2	24	10	0.1	-5	0	-4	2	0.6
CC(C)n1cnc2c(Nc3cccc(F)c3)nc(NCCO)nc21
    4.1	5	8	-7.0	·	97*	3	0	·
O=C(COC(=O)c1ccc(Br)o1)NCC1CCCO1 (stereo unspecified)
    0.3	7	7	-0.3	-3	1	0	-2	1.1
CCOc1ncccc1C(=O)Nc1cccc(-c2nnc3n2CCCCC3)c1
    1.3	13	13	0.2	-5	10	0	-2	-0.8
O=C(O)CCCCCn1c(SCc2cc(=O)n3ccccc3n2)nc2ccsc2c1=O
    ·	16	5	-7.0	-2	-14	6	9	-0.1

# Structures shown so far that contain a tert-butyl group, in the order listed:
# Fields – zVAD death inh	EP2 modulator	EP2 antag	TNF necrop inh	RBBP9 inhibitor	Hck Nef HTS	Runt-CBFb FRET	Runt-SMMHC FRET	PERK inhibitor
Cn1c(=O)c2c(ncn2CC(=O)NC(C)(C)C)n(C)c1=O
    2.3	-14	6	0.6	7	3	-2	-1	0.7
Cn1nc(C(C)(C)C)cc1NC(=O)Nc1ccc(F)cc1F
    8.9	-18	10	3.1	7	12	3	-6	0.9

# Single values from the list.
# Cc1cc(=O)oc2cc(OCC(=O)N3CCOCC3)ccc12 in TNF necrop inh is entered as 1.4
# C=CCNc1ncnc2c1cnn2-c1ccc(OC)cc1 in EP2 antag is entered as 2
# COC(=O)c1cccc(CSc2nnc(-c3ccco3)n2-c2ccccc2)c1 in RBBP9 inhibitor is entered as -4
# CC(C)[C@H](CO)Nc1nc(NCc2ccc(S(N)(=O)=O)cc2)c2ncn(C(C)C)c2n1 in Runt-SMMHC FRET is entered as 1
